# Source: PubChem BioAssay
# FXIIa inh 1536 = inhibitors of human coagulation factor XIIa. inhibition, % at 5 µM. AID 800. actives 0.3% (n = 220,000). purified FXIIa, Boc-QGR-AMC fluorogenic substrate, 2 h. P00748; in the data active = inhibition above about 40%;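 also: 0% = enzyme with no compound and 100% = blank without enzyme; many of its hits are not listed in these tables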
# Target sequence (P00748 20-372 limits assumed): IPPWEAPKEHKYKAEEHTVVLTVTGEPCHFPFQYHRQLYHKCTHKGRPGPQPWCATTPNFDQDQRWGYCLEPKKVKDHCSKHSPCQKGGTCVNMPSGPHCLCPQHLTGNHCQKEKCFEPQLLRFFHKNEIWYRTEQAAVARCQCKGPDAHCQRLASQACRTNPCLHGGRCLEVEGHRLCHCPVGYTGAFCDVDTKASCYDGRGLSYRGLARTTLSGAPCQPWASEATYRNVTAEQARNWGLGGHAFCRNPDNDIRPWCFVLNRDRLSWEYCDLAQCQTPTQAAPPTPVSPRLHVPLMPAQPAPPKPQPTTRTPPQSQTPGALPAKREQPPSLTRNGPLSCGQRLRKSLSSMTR
# Target sequence (P00748 373-615 limits assumed): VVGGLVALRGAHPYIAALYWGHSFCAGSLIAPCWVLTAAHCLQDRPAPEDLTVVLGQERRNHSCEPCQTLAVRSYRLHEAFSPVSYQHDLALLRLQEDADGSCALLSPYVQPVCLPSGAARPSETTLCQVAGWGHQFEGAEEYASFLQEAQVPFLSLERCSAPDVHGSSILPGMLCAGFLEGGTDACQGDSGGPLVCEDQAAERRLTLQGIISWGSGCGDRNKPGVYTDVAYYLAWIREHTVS
# Hck Nef HTS = inhibitors of human Hck kinase activated by Nef | actives 0.68% (n = 220,000) | AID 463187 | Recombinant Hck-YEEI plus Nef, Z-Lyte FRET kinase assay | P08631 | inhibition, % at 20 µM;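 active = Hck-Nef kinase inhibition above about 50%, limit read from the data; inactive = inhibition below that limit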;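 also: 0% = DMSO with Hck plus Nef and 100% = Hck alone without Nef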
# Wee1 degr inh = blocks degradation of human Wee1 kinase; reporter increase, % at 5 µM; P30291; AID 1321; HeLa Luc-Wee1K328M stability, luciferase luminescence; 100% = proteasome inhibitor MG132 effect; actives 1.2% (n = 220,000);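 active = activation above the mean of all tested compounds plus 3 SD, set per screening run, cut at about 8.8% in these data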;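 also: cells exposed to compound for 20 h before luminescence read; 0% = DMSO alone and 100% = MG132 at 30 µM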
# 14-3-3 Bad inh = disrupts binding of bovine 14-3-3 zeta to phospho-Bad peptide; actives 0.71% (n = 220,000); P63103; TR-FRET 14-3-3zeta/Dy647-pBad peptide displacement, 1 h; AID 781; inhibition, % at 21.7 µM;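 active = inhibition above about 70%, limit read from the data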;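 also: 0% = full 14-3-3 plus peptide FRET controls and 100% = background without 14-3-3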
# Target sequence (P63103 whole entry, looked up): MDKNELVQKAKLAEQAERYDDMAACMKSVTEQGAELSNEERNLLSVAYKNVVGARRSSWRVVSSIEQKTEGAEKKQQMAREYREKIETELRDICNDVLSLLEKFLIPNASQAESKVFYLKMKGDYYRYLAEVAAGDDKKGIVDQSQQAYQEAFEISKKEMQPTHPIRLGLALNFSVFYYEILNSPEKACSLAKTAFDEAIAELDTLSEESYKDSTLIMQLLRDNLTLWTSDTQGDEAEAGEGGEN
# Runt-CBFb FRET = inhibitors of human RUNX1 Runt domain binding to CBFb | AID 1496 | Q01196+Q13951 | inhibition, % at 20 µM | actives 0.46% (n = 220,000) | Cerulean-Runt/Venus-CBFb FRET ratio 530/480, 1 h;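 active = inhibition over about 50% at 20 µM in the single-dose screen, limit read from the data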;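 also: 0% = DMSO wells and 100% = excess unlabeled CBFb competitor control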
#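 Schedule: protein complex preformed 1 h, compound exposure 1 h, room temperature, dark; test system: Cerulean-labeled Runt domain protein; amount: 100 nM per protein; buffer or medium: Tris 50 mM pH 7.5, KCl, K2SO4, 0.01% BSA; read-out: loss of energy transfer signal; detection: FRET fluorescence; controls: 5 µM unlabeled CBFb as full-inhibition high control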
# Runt-SMMHC FRET = blocks binding of human RUNX1 Runt domain to CBFb-SMMHC. actives 0.74% (n = 220,000). Cerulean-Runt/Venus-CBFb-SMMHC FRET ratio 530/480, 1 h. inhibition, % at 20 µM;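 active = mean inhibition across duplicate retests at 20 µM reaching about 50%, limit read from the data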;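 also: 0% = DMSO wells and 100% = wells with excess untagged CBFb-SMMHC; inhibitors lower the FRET ratio by blocking Runt binding to CBFb-SMMHC; some results filed as inactive read as strong as hits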
# FXIa inh 1536 = inhibitors of human coagulation factor XIa | AID 798 | P03951 | actives 0.14% (n = 220,000) | inhibition, % at 5 µM | purified FXIa, Boc-Glu-Ala-Arg-AMC fluorogenic substrate;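 active = inhibition of at least 40%; inactive = inhibition below 40%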;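 also: fluorescence of freed AMC excited at 355 nm; 0% = enzyme without compound and 100% = no enzyme blank; many of its hits are not listed in these tables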
# Thrombin inh = inhibitors of human thrombin. AID 1046. inhibition, % at 5 µM. alpha-thrombin, Boc-VPR-AMC fluorogenic substrate cleavage. actives 0.26% (n = 220,000);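 active = inhibition at or above 40%; inactive = inhibition below 40%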;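 also: 0% = enzyme with no compound and 100% = wells without enzyme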
#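 Assay system: human alpha-thrombin enzyme. Reagent: Boc-VPR-AMC substrate, 15 µM final. Compound dosing: one concentration per compound, 5 µM, with 0.2% DMSO. Incubation: room-temperature reaction. Technique: AMC fluorescence, 355/460 nm. Measure: % inhibition relative to enzyme controls and enzyme-free blanks.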
# hK5 inh = kallikrein 5 (human) inhibition; AID 873; recombinant hK5, fluorogenic AMC substrate cleavage; inhibition, % at 5 µM; actives 0.59% (n = 210,000);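 active = inhibition of 40% or more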;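 also: 0% = enzyme controls without compound and 100% = no-enzyme blanks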
# Target sequence (Q9Y337 67-293 limits assumed): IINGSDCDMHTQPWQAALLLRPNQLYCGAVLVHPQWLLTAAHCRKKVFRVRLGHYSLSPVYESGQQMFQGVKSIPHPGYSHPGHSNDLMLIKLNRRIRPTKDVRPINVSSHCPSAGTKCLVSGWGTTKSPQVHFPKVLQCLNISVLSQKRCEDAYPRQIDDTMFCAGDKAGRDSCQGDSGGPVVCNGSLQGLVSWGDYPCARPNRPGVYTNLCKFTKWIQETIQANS
# * hit, by the source's call; x = no result given; & = joins results of further samples; [ ] = remark or other dose.
SMILES,FXIIa inh 1536,Hck Nef HTS,Wee1 degr inh,14-3-3 Bad inh,Runt-CBFb FRET,Runt-SMMHC FRET,FXIa inh 1536,Thrombin inh,hK5 inh
Cc1c(Cl)c(C(=O)NNC(=S)NCc2ccco2)nn1C,11.1,2.3,-1.1,-16.0,2.1,2.6,9.4,4.7,-69.1
OCCN1CCN(C(c2cccs2)c2ccc3cccnc3c2O)CC1 (stereo not given),17.7,1.8,-1.4,66.8[fluorescence artefact?],23.1,1.8,3.4,-0.3,-27.3
COc1ccc(NC(=O)CSc2nc(C)cc(C)n2)cc1,14.0,0.1,1.6,-1.9,0.2,-2.0,-9.6,-10.1,-18.6
O=C(c1ccco1)N1CCN(c2ncnc3scc(-c4ccc(F)cc4)c23)CC1,3.0,10.7,0.8,-10.6,-1.7,2.2,-3.7,-2.6,-2.3
Cc1ccc(CN(Cc2ccccc2)C(=S)NCC(=O)NCc2cccnc2)o1,7.3,19.6,0.5,-10.5,23.7,23.3,2.4,x,-2.0
COc1cc(CCC(=O)Nc2cccc(C(F)(F)F)c2)cc(OC)c1OC,2.0,-0.8,2.6,-3.6,-1.5,0.3,3.9,41.4*,10.2
CCOC(=O)N1CCC2(CC1)C(C#N)=C(N)Oc1c2c(C)nn1-c1cccc(Cl)c1,6.1,0.0,-1.6,-5.5,-1.2,0.2,5.3,-9.7,0.2
O=C(O)CCC(NS(=O)(=O)c1ccc(-c2ccccc2)cc1)C(=O)O (stereo not given),5.1,0.4,0.6,3.5,2.7,-0.2,-7.7,-3.1,-0.3
C/C(=N/NC(=O)CNC(=O)c1ccccn1)c1ccccc1,6.6,1.9,0.3,-23.4,1.3,2.7,-0.2,-5.1,-22.1
COc1ccc(C(=O)N[C@H](C(=O)Nc2ccc(S(=O)(=O)N3CCOCC3)cc2)C(C)C)cc1,0.7,13.1,-0.6,-2.7,-0.8,1.9,-8.6,-7.5,-4.1
COCc1ccc([C@@H]2C[C@H]3CN(Cc4cccnc4)C(=O)[C@]34CCCN24)o1,0.5,-0.6,2.7,-8.6,0.6,4.0,-0.5,-5.7,x
Cc1ccc(NC(=S)Nc2c(C)n(C)n(-c3ccccc3)c2=O)cc1,8.9,-0.2,3.7,12.8,2.6,-1.4,3.5,29.0,3.0
CCOC(=O)C1(CCCc2ccccc2)CCN(C(=O)CCn2cncn2)CC1,9.6,21.3,-2.9,-3.6,-0.3,4.5,-2.7,-5.2,0.4
COc1ccc(CCC(=O)N(c2nnc(-c3cccnc3)s2)C(C)C)cc1,7.2,23.4,2.4,-0.9,-0.7,-1.6,2.5,-4.2,5.0
CCc1nc(SCC(=O)c2cc(C)ccc2C)n[nH]1,13.5,-2.8,-0.6,-11.0,9.9,-5.3,-4.4,-15.3,-11.3
C=CCNCCOc1ccc(C)cc1[N+](=O)[O-],1.8,19.8,1.5,26.5,-1.0,-4.6,-2.8,-13.1,2.1
COc1ccccc1N1CCN(CC(O)COc2cccc3ccccc23)CC1 (stereo not given),13.3,-1.2,-1.0&4.0,2.1&0.1,-1.9&-0.1,-2.9&-1.1,10.7,1.4,-6.3
CCn1cc([N+](=O)[O-])c(C(=O)N2N=C(c3ccc(Cl)c(Cl)c3)CC2c2ccccc2O)n1 (stereo not given),7.3,24.6,-3.5,-5.9,-9.9,-15.5,17.1,x,9.0
Cc1cccc(C(=O)n2c(=S)nc3cc(C)ccn32)c1,3.1,9.4,2.9,15.8,13.9,-4.9,-13.4,-1.3,4.7
CCCC(=O)n1nc(-c2ccc(C)cc2)nc1NCc1ccco1,3.0,1.2,10.2*,-9.3,0.7,-2.7,-2.3,57.7*,x
COC(=O)c1cnc(SCc2ccc(C)cc2)n1C,6.2,19.3,6.3,-15.9,-3.0,0.2,1.8,-1.4,1.7
CCC(=O)N1CCc2cc(S(=O)(=O)N3CCc4ccccc4C3)ccc21,-0.9,-0.8,-0.1,-7.3,1.8,-0.9,-6.8,-6.9,-11.8
CN(c1ccc(F)cc1)S(=O)(=O)c1ccc2[nH]cc(C(=O)O)c(=O)c2c1,7.4,-7.1,0.9,29.3,1.0,-3.0,3.0,-4.0,16.4
Cc1[nH]c(=O)[nH]c(=O)c1CSc1nnc([C@H](CC(C)C)NC(=O)OC(C)(C)C)o1,10.2,1.4,-2.1,-9.2,-3.1,-6.3,-3.0,-7.2,-10.3
N#Cc1nc(COc2ccccc2F)oc1NCCCn1ccnc1,-17.4,0.0,-1.1,-1.4[fluorescence artefact?],0.3,3.1,-9.5,-4.6,-3.1
O=C(NCc1ccco1)C1CC2CCC1C2 (stereo not given),17.4,-1.3,-1.7,-6.5,3.2,0.4,-1.1,5.4,-3.1
Nc1c(C2=NCCO2)nnn1Cc1ccccc1,13.4,0.2,9.2*,2.9,-0.6,-3.5,18.6,-2.6,-9.6
O=C(O)c1ccc(NCc2nc3ccccc3n2Cc2ccccc2)cc1,101.4*,6.9,-1.6,0.5,-0.4,-2.3,23.8,18.5,26.6
O=C(C[n+]1cc(-c2ccccc2)n2c1CCCCC2)c1ccc(Cl)cc1,21.8,-0.1,-0.8,6.2,1.4,0.1,-6.7,33.4,25.3
N#Cc1cnn2c1nc(N1CCOCC1)c1ccccc12,1.5,1.8,1.6,7.8,-1.8,-3.7,5.6,-20.1,0.8
Nc1nonc1OCCOCCOCCOc1nonc1N,1.5,23.8,5.7,-1.3,-1.2,-1.1,2.4,0.0,-2.3
O=C(Oc1ccccc1/C=C\C(=O)c1cc2ccccc2o1)c1cccc(F)c1,6.9,1.6,4.1,-0.8,3.4,-4.1,11.5,1.1,18.1
CC(C)CNC(=O)c1ccccc1-c1ccccc1C(=O)O,-1.1,-0.8,-1.0,-0.9,-1.5,-0.9,-5.2,-6.3,0.1
CCOc1cc(/C=N/NC(N)=S)cc(Br)c1OCc1ccccc1C,14.8,0.0,1.6,-9.7,0.9,2.3,5.9,4.4,-5.1
CN(C)C(CNc1ncnc2sccc12)c1cccs1 (stereo not given),5.8,26.0,0.6,-5.8,0.4,1.2,-0.7,-7.1,3.8
COc1cc(NC(=O)COC(=O)/C=C/c2ccc(Cl)cc2Cl)cc(OC)c1,2.8,3.3,5.5,-11.6[fluorescence artefact?],-1.3,-3.4,-6.5,-7.1,-9.9
O=C1CC(c2ccccc2Cl)CC(O)=C1C=Nc1ccccc1 (stereo not given),4.8,1.4,-0.9,-8.9,-2.1,3.6,0.4,-8.5,-24.5
FC(F)(F)c1cccc(N/N=C/c2ccccc2)c1,5.5,-0.5,-1.4,-2.8,0.8,1.8,1.0,-3.7,-2.3
O=C(NCc1cccs1)C1CCN(S(=O)(=O)c2ccc(Cl)cc2)CC1,-0.3,12.7,0.2,-8.0,0.4,-2.4,-6.2,-1.5,-6.8
NC(=O)Cc1nc(-c2ccc(F)cc2)cs1,7.7,19.0,-0.3,-2.8,-0.2,-2.1,1.8,3.2,1.5

# Three compounds already listed, arranged by SMILES length, lowest first.
SMILES,FXIIa inh 1536,Hck Nef HTS,Wee1 degr inh,14-3-3 Bad inh,Runt-CBFb FRET,Runt-SMMHC FRET,FXIa inh 1536,Thrombin inh,hK5 inh
FC(F)(F)c1cccc(N/N=C/c2ccccc2)c1,5.5,-0.5,-1.4,-2.8,0.8,1.8,1.0,-3.7,-2.3
O=C(NCc1cccs1)C1CCN(S(=O)(=O)c2ccc(Cl)cc2)CC1,-0.3,12.7,0.2,-8.0,0.4,-2.4,-6.2,-1.5,-6.8
O=C(Oc1ccccc1/C=C\C(=O)c1cc2ccccc2o1)c1cccc(F)c1,6.9,1.6,4.1,-0.8,3.4,-4.1,11.5,1.1,18.1

# Other entries follow.
SMILES,FXIIa inh 1536,Hck Nef HTS,Wee1 degr inh,14-3-3 Bad inh,Runt-CBFb FRET,Runt-SMMHC FRET,FXIa inh 1536,Thrombin inh,hK5 inh
N#Cc1nc(-c2ccco2)oc1N1CCN(Cc2ccccc2)CC1,-2.2,1.3,-1.0,x,-2.0,2.2,-8.6,1.7,-10.2
CC1(C(=O)O)COC(c2ccc(Cl)cc2)OC1 (stereo not given),7.1,18.0,-0.7,8.0,-0.4,-0.6,1.2,-0.4,0.3
O=C1CCCCC(=O)N(c2ccccc2)c2ccccc21,9.0,-0.8,1.1,60.3,0.6,-0.1,-4.7,-3.7,-2.0
Cc1ccc(NC(=O)c2ccccc2N(C)S(=O)(=O)c2ccccc2)c(C)c1,12.3,3.3,1.8,4.4[fluorescence artefact?],1.0,1.5,23.4,0.0,-7.2
COc1ccc(C2=NNC(=Nc3cc(S(=O)(=O)N(C)C)ccc3C)SC2)c(OC)c1,2.4,5.0,5.7,-3.3,-2.7,-3.9,-2.5,-4.1,2.1
CCCCN1C(=O)C(CC(=O)NCC)SC1=Nc1ccccc1 (stereo not given),5.8,7.8,0.1,-8.1,-0.1,5.1,-1.8,-5.2,-7.4
COC(=O)c1ccc(C(=O)OC)c(NC(=S)N2CCN(c3ccccc3)CC2)c1,20.9,1.9,0.9,-9.4,2.2,7.2,16.6,5.4,-11.8
CN(C)C(=O)Cn1c(SCC(=O)NCc2ccc3c(c2)OCO3)nc2ccccc21,11.9,6.4,-0.2,-9.2,0.6,-2.1,5.5,1.0,-7.1
O=C(CN1CCN(c2ccccn2)CC1)NC1CCCC1,15.4,-1.3,-5.3,-15.7,1.2,-1.0,4.7,-0.9,-12.9
C[C@@H]1CC=C[C@H]2[C@H]1C(=O)N(Cc1ccccc1)[C@H]2c1ccc(C(F)(F)F)cc1,3.7,22.0,x,-2.5,-0.7,1.8,-2.5,-1.9,-0.7
O=C(Nc1nsc(-c2ccccc2)n1)c1cccs1,10.7,0.5,5.9,9.7,-3.0,-0.2,2.6,-1.4,-0.2
CCNC(=O)NCc1c(C)c(C)n(Cc2ccccc2)c1-n1cccc1,8.7,25.7,4.1,3.9,0.1,-1.9,1.3,-7.0,4.8
Nc1n[nH]c(C(F)(F)F)c1-c1ccccc1,-1.3,4.6,1.9,-3.5,1.4,-5.3,-8.5,-1.9,-16.6
COc1ccccc1N1CCN(C(c2ccc(F)cc2)c2nnnn2C(C)C)CC1 (stereo not given),1.7,-6.6,3.2,-5.5,-1.6,2.1,-4.0,-4.3,0.9
CCOc1ccc(S(=O)(=O)N2CCN(C(=O)c3sccc3C)CC2)cc1,9.0,2.1,-3.4,-2.2,0.3,0.1,0.9,4.5,2.3
COc1ccc(-c2noc(-c3cccnc3)n2)cc1OC,1.7,-7.4,1.5,0.6,-1.0,4.6,-5.5,-0.9,-6.5
CCN1C(=O)CC(n2c(C)nc3ccccc32)C1=O (stereo not given),31.1,8.9,0.3,-6.3,1.6,-3.6,5.4,22.8,35.9
CCc1cc2c(=O)n(CC(C)C)cnc2s1,2.8,6.1,-2.1,-2.7[fluorescence artefact?],-3.5,0.1,-2.4,-3.5,-10.1
COc1ccc(C(C[N+](=O)[O-])c2c(-c3ccccc3)cc3ccccn23)cc1 (stereo not given),3.4,1.7,1.6,5.7,2.7,2.8,-7.1,-5.0,-6.9
